POLK inh: blocks human DNA polymerase kappa activity; Q9UBT6; purified Pol kappa, fluorescent DNA synthesis assay, 10 min; Potency, µM (titrated, usually from 107 µM), for the others: at the highest dose activity, negative = inhibition, actives largely listed as inhibitors; hit rate 0.53% among 400,000; AID 588579; further: potency means the concentration at half of the fitted maximal effect; on the % scale 0 is the no-effect control and ±100 the full control effect
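50 nM final substrate added after 15 min RT preincubation of 10 nM Pol kappa with compound; fluorescence read at 0 and 10 min.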
BLM helicase inh: blocks DNA unwinding by human BLM helicase | recombinant BLM DNA unwinding, fluorescence dequenching | Potency, µM (top dose mostly 56.1 µM), inactives show at the top dose activity change, negative = inhibition, actives largely listed as inhibitors | hit rate 0.2% among 350,000;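 further: potency means the concentration at half of the fitted maximal effect; plate controls were vehicle for no effect and no enzyme for full effect; nearly all actives have a fitted effect of over 35% in size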
RXFP1 antag: RXFP1 (human) relaxin receptor antagonism. HEK293-RXFP1, relaxin-stimulated cAMP HTRF, 30 min; hits give low values. AID 1259400. hit rate 0.59% among 350,000. Q9HBX9. activity change, negative = inhibition, % at 57.5 µM;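 active means activity change of -60% or lower, but not beyond a set lower limit; inconclusive means change between -60% and -40%, or beyond the set limit; inactive means change above -40%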; further: on the % scale 0 is the no-effect control and ±100 the full control effect
POLB inh: DNA polymerase beta (human) inhibition; Pol beta primer extension/strand displacement, fluorescence kinetic; Potency, µM (highest dose often 114 µM), inactives show top-dose activity change, negative = inhibition, most hits filed as inhibitors; hit rate 1.3% among 340,000; further: potency means the concentration at half of the fitted maximal effect; on the % scale 0 is the no-effect control and ±100 the full control effect
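10 nM enzyme + cpd, 15 min RT; start with substrate 50 nM final; read 0 min and after 10 min RT. Corrected, normalized data; 4-parameter Hill curve fit.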
APE1 inh: APE1 (human) endonuclease inhibition; Potency, µM (highest dose often 65.8 µM), for inactives: at the top dose activity change, negative = inhibition, usual class: inhibitors; AID 2517; P27695; recombinant APE1, TAMRA/BHQ-2 abasic DNA cleavage fluorescence; hit rate 0.35% among 350,000;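 further: potency means the concentration at half of the fitted maximal effect; plate controls were vehicle for no effect and reference inhibitor for full effect; nearly all actives have a fitted effect of over 55% in size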
Target sequence (P27695 whole entry, looked up): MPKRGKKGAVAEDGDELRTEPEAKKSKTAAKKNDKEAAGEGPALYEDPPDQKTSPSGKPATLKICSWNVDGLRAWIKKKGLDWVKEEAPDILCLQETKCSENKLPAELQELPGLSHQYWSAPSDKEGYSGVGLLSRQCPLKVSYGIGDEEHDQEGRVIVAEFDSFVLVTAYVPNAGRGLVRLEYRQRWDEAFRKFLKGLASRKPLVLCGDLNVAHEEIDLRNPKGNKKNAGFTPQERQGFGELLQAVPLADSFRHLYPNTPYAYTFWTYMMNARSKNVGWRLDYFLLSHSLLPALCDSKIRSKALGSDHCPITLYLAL
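Step 1: APE1 (0.75 nM) with compound, 15 min RT. Step 2: add 50 nM fluorophore/quencher THF duplex. Step 3: three fluorescence reads 60 s apart (525/598 nm); read 3 minus read 1 = reaction progress.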
PGK inhibitor: T. brucei PGK inhibition. P07378. PGK/GAPDH coupled, Kinase-Glo luminescence, 60 min. Potency, µM (series often up to 57.5 µM), inactives show at the top dose activity change, negative = inhibition, most hits filed as inhibitors. hit rate 0.043% among 380,000; further: potency means the concentration at half of the fitted maximal effect; on the % scale 0 is the no-effect control and ±100 the full control effect; nearly all actives have a fitted effect of over 60% in size
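Recombinant glycosomal PGK reaction used 1,3-bisphosphoglycerate generated in-well by GAPDH (100nM final) in 100mM TEA pH 7.6, 5mM MgCl2, 0.01% Tween-20. After 60 minutes at room temperature, ATP was read by Kinase-Glo Plus luminescence end-point.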
Apoferritin bind: binds horse apoferritin like a general anesthetic. hit rate 0.074% among 350,000. P02791. Potency, µM (series often up to 77.5 µM), for inactives: at the highest dose activity change, negative = displacement, actives largely listed as inhibitors. apoferritin/1-aminoanthracene competitive binding, fluorescence; further: potency means the concentration at half of the fitted maximal effect; on the % scale 0 is the no-effect control and ±100 the full control effect; nearly all actives have a fitted effect of over 20% in size
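Horse-spleen apoferritin (10 uM) in 50% saturated 1-aminoanthracene in PBS was incubated 10 min at room temperature with compound. Fluorescence (ex 380, em 535 nm) was normalized to free and bound 1-AMA, with concentration-response fitted by a four-parameter Hill equation.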
Pol iota inh: inhibitors of human DNA polymerase iota. Q9UNA4. Pol iota fluorescent replication assay, 10 min. Potency, µM (top dose mostly 115 µM), inactives show at the top dose activity, negative = inhibition, actives largely listed as inhibitors. hit rate 1% among 390,000. AID 588590; further: potency means the concentration at half of the fitted maximal effect
Target sequence (Q9UNA4 whole entry, looked up): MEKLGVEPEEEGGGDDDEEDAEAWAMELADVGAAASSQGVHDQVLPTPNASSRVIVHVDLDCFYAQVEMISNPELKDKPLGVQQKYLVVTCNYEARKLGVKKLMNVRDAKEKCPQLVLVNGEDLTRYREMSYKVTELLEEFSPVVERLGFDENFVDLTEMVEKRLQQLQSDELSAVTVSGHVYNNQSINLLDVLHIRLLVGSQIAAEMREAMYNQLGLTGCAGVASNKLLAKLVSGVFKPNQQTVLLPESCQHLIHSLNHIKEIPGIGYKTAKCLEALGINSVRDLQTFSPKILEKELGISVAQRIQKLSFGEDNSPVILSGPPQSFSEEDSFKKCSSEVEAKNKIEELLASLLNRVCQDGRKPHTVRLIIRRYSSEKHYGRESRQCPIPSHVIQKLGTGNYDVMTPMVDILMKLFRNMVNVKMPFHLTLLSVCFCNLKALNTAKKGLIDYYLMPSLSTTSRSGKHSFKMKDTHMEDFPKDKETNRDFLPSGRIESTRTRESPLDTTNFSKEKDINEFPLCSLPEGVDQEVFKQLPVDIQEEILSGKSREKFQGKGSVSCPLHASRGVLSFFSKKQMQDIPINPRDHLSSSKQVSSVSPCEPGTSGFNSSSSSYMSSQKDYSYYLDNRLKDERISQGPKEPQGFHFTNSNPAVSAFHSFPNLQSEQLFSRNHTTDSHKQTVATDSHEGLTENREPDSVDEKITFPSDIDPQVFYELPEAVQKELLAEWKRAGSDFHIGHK
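Pol iota at 10 nM preincubated 15 min with compounds at room temperature; reaction started with fluorescent substrate, 50 nM final. Fluorescence read kinetically at 0 and 10 min; buffer-only wells as negative control.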
POLH inh: inhibitors of human DNA polymerase eta; Q9Y253; recombinant Pol eta, fluorescent DNA replication assay; Potency, µM (doses to about 114 µM), for inactives: at the highest dose activity change, negative = inhibition, most hits filed as inhibitors; hit rate 1.2% among 390,000; AID 588591; further: potency means the concentration at half of the fitted maximal effect; on the % scale 0 is the no-effect control and ±100 the full control effect
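Pol eta (10 nM) was preincubated with compounds for 15 min at room temperature, after which fluorescent replication substrate (50 nM final) was added to start the reaction. Fluorescence was read kinetically at 0 and 10 min.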
* marks the source's active call; other numbers are inactive results; i = inactive; ? = inconclusive; / = not tested or not shown; & = joins results of further samples; [ ] = another dose, or the depositor's remark. Unless noted, the call rests on the fitted dose curve; in most records, active means well fitted curve in the direction sought with a large enough effect; inconclusive means small, poorly fitted or top-dose-only effect, or another doubt; inactive means no such curve, though single readings can be large; an effect the other way counts as inactive or inconclusive.

The opening 2 entries as a preview:
Abbreviations – A = POLK inh; B = BLM helicase inh; C = RXFP1 antag; D = POLB inh; E = APE1 inh; F = PGK inhibitor; G = Apoferritin bind; H = Pol iota inh; I = POLH inh
C[C@H](N)c1nnc(SCC(N)=O)o1
  A: -8%; B: 2%; C: -5; D: -21%; E: 0%; F: 3%; G: -7%; H: ?; I: 7%

CCCCN(CC)S(=O)(=O)c1c(C)[nH]c(=O)[nH]c1=O
  A: -10%; B: -6%; C: 3; D: 34%; E: -5%; F: -1%; G: -4%; H: 8%; I: -19%

Results, from the start:
Abbreviations – A = POLK inh; B = BLM helicase inh; C = RXFP1 antag; D = POLB inh; E = APE1 inh; F = PGK inhibitor; G = Apoferritin bind; H = Pol iota inh; I = POLH inh
C[C@H](N)c1nnc(SCC(N)=O)o1
  A: -8%; B: 2%; C: -5; D: -21%; E: 0%; F: 3%; G: -7%; H: ?; I: 7%

CCCCN(CC)S(=O)(=O)c1c(C)[nH]c(=O)[nH]c1=O
  A: -10%; B: -6%; C: 3; D: 34%; E: -5%; F: -1%; G: -4%; H: 8%; I: -19%

CCOc1ccc(S(=O)(=O)N2CCC(C(=O)NCCc3ccc(S(N)(=O)=O)cc3)CC2)cc1
  A: 2%; B: -9%; C: -1; D: -7%; E: 16%; F: -6%; G: -6%; H: -2%; I: -19%

Cc1cc(NC(=O)CSc2nnc(CNC(=O)c3c(F)cccc3F)o2)no1
  A: -8%; B: -5%; C: 1; D: 16%; E: 58%[activator]; F: 7%; G: -1%; H: 20%; I: -12%

CCN(CC)c1ccc(NC(=O)CN2CCN(c3ccccc3F)CC2)cc1
  A: -18%; B: -3%&-2%; C: -3&18; D: 4%&5%; E: -3%; F: -2%; G: ?; H: 5%&-1%; I: -10%&2%

CCCCn1nnnc1NCc1cccc(OC)c1OC
  A: 0%; B: -1%; C: 9; D: 12%; E: 1%; F: -4%; G: -9%; H: 16%; I: 7%

COC(=O)C1(C)NC(c2ccc(C)cc2)C2C(=O)N(c3ccc(F)cc3)C(=O)C21 (stereo not drawn)
  A: 14%; B: -5%; C: -5; D: 20%; E: -4%; F: -3%; G: -9%; H: 2%; I: -1%

O=C(c1cc(COc2ccc(F)cc2Cl)on1)N(Cc1ccncc1)CC1CCCO1 (stereo not drawn)
  A: -3%; B: -3%; C: -3; D: 31%; E: -3%; F: -2%; G: -19%; H: 35%[activator]; I: -5%

COc1ccc(NC(=O)CSc2nnc(-c3ccccc3)n2N)cc1
  A: -2%; B: -12%; C: 0; D: 0%; E: -2%; F: 7%; G: 0%; H: -8%; I: 9%

CCn1ncc(C2=NOC(C(=O)NCc3ccc(OC)cc3)C2)c1C (stereo not drawn)
  A: -7%; B: 0%; C: -12; D: 12%; E: 4%; F: 4%; G: -6%; H: 27%; I: -19%

O=C(CN1C(=O)NC2(CCCCC2)C1=O)N1CCN(C(=O)c2cccs2)CC1
  A: -6%; B: /; C: 3; D: /; E: 35%; F: 1%; G: /; H: 11%; I: -18%

CN(C(=O)CC(=O)Nc1ccc(Cl)c(Cl)c1)c1ccccc1
  A: -2%; B: -2%; C: -1; D: 6%; E: 13%; F: 0%; G: ?; H: 16%; I: -21%

NC(N)=NCCC[C@H](N)C(=O)N1CCC[C@H]1C(=O)N1CCC[C@H]1C(=O)NCC(=O)N[C@@H](Cc1ccccc1)C(=O)N[C@@H](CO)C(=O)N1CCC[C@H]1C(=O)N[C@@H](Cc1ccccc1)C(=O)O
  A: 16%[60.1 µM]; B: 1%; C: /; D: /; E: -6%; F: /; G: 0%; H: /; I: /

COc1ccc(-n2c(C)nn(CC3CC3)c2=O)cc1
  A: 3%; B: -3%; C: 1; D: 1%; E: 2%; F: i; G: -6%; H: 58%[activator]; I: -3%

Cc1[nH]c(=O)[nH]c(=O)c1S(=O)(=O)N1CCCC(C(=O)NCc2ccco2)C1 (stereo not drawn)
  A: -3%; B: -1%; C: -9; D: -3%; E: 1%; F: i; G: -5%; H: -9%; I: -12%

O=C(NCCc1ccc(Cl)cc1)C1CCCO1 (stereo not drawn)
  A: -6%; B: -2%; C: 7; D: 6%; E: 24%; F: -9%; G: -8%; H: 49%[activator]; I: -1%

CN(CC(=O)Nc1ccc(N2CCOCC2)cc1)CC(=O)Nc1ccc(C(F)(F)F)cc1
  A: -4%; B: -5%; C: 5; D: -15%; E: -4%; F: -7%; G: -2%; H: 89%[activator]; I: -13%

COc1ccc(N2CCN(Cc3cc4c(cc3Br)OCCO4)CC2)cc1
  A: -11%; B: 1%; C: -37; D: 24%; E: 6%; F: -4%; G: 4%; H: 152%[activator]; I: -22%

CCCCC(=O)Nc1cc(-c2nc3cccnc3s2)ccc1C
  A: -15%; B: -19%; C: -10; D: -2%; E: /; F: 2%; G: -7%; H: -13%; I: 0%

COc1ccc(NC(=O)CN(C)S(=O)(=O)c2ccc(Cl)cc2)c([N+](=O)[O-])c1
  A: 5%; B: 1%; C: 13; D: 40%; E: -2%; F: i; G: -7%; H: 22%; I: -11%

CC(=O)c1ccc(S(=O)(=O)Nc2ccc(-c3cn4c(n3)SCC4)cc2)cc1
  A: -15%; B: -11%; C: -9; D: 25%; E: 0%; F: -9%; G: -16%; H: -6%; I: ?

CC(=O)c1c(-c2ccccc2)[nH]c2ccccc12
  A: 0%; B: 2%; C: -6; D: 39%; E: -4%; F: -5%; G: -4%; H: 63%[activator]; I: 3%

CCNC(=O)C1CCCN(c2nc(C)cc(C)n2)C1 (stereo not drawn)
  A: -4%; B: -1%; C: 1; D: -12%; E: 2%; F: 10%; G: -6%; H: 19%; I: -19%

CCOc1ccc(CCNC(=O)c2cnc3sc(N4CCCCC4)nn3c2=O)cc1
  A: -2%; B: 0%; C: -5; D: 0%; E: /; F: i; G: 1%; H: 32%[activator]; I: -16%

Cn1c(=O)c([N+](=O)[O-])c(NCCc2ccccc2)c2ccccc21
  A: -7%; B: 0%; C: -12; D: -15%; E: -6%; F: -2%; G: -2%; H: 15%; I: -9%

O=C(COC(=O)c1ccccc1)NC12CC3CC(CC(C3)C1)C2
  A: -4%; B: /; C: -9; D: /; E: -12%; F: -2%; G: /; H: 4%; I: -16%

CC(=O)O[C@]1(C(C)=O)CC[C@H]2[C@@H]3C[C@H](C)C4=CC(=O)CC[C@]4(C)[C@H]3CC[C@@]21C
  A: -17%&16%; B: -5%; C: ?; D: 29%; E: 13%&23%&0%&-1%; F: -3%&-10%; G: -4%; H: ?; I: -18%&-8%

CCOc1ccc2nc(N3CCCC(C(=O)NCc4ccc(OC)cc4)C3)sc2c1 (stereo not drawn)
  A: 8%; B: -7%; C: -13; D: 2%; E: /; F: -5%; G: 33%[activator]; H: 21%; I: -20%

CCc1nn(C(C)C(=O)N2CCc3ccccc3C2)c(=O)c2cc3occc3n12 (stereo not drawn)
  A: 5%; B: 1%; C: 1; D: 6%; E: -4%; F: -5%; G: -17%; H: 6%; I: 14%

CN(CC(=O)Nc1ccccc1C(F)(F)F)C(=O)CSCc1ccccc1
  A: 1%; B: /; C: 6; D: /; E: 5%; F: -4%; G: /; H: 17%; I: 0%

CCOC(=O)Cc1nnc(NC(=O)CSc2ccc(C)cc2)s1
  A: -14%; B: 0%; C: 6; D: 42%[activator]; E: -6%; F: -5%; G: -14%; H: -3%; I: -6%

CCOc1ccccc1/C=N/Nc1ccc(Cl)nn1
  A: -5%; B: -4%; C: -9; D: -1%; E: 8%; F: -1%; G: -16%; H: 137%[activator]; I: -1%

Cc1nnc(NC(=O)CSc2nccn2-c2ccc(Cl)cc2)s1
  A: -12%[60.1 µM]; B: -1%; C: 9; D: 0%; E: /; F: i; G: -6%; H: 9%; I: -10%

C/C(CC(=O)Nc1cc(C)ccn1)=N\NC(=O)c1ccc(C)cc1
  A: 3%; B: -3%; C: -22; D: -1%; E: -3%; F: -1%; G: -10%; H: 53%[activator]; I: -21%

CC(C)NS(=O)(=O)c1ccc(OCC(=O)NCCC2=CCCCC2)cc1
  A: -13%; B: -7%; C: 5; D: -4%; E: 2%; F: -5%; G: -17%; H: 37%[activator]; I: -11%

O=C(NC1CCCN(Cc2ccc(Cl)cc2)C1)c1ccoc1 (stereo not drawn)
  A: -3%; B: -4%; C: 1; D: 2%; E: -14%; F: 2%; G: -16%; H: 15%; I: -2%

COc1ccc(-c2c(C)c3ccc(O)cc3oc2=O)cc1OC
  A: -11%; B: 1%; C: 0; D: -4%; E: -11%; F: 3%; G: 373%[activator]; H: 28%; I: -18%

COc1ccccc1CN(C)C(=O)CN1CCN(CC(=O)Nc2ccccc2Cl)CC1
  A: -4%; B: /; C: -2; D: /; E: 6%; F: i; G: /; H: -3%; I: -21%

COc1ccc(NS(=O)(=O)c2ccc3c(c2)CCO3)cc1
  A: -10%; B: 1%; C: 3; D: 11%; E: -5%; F: 9%; G: -3%; H: 2%; I: -9%

CCNc1ccc(C(=O)Nc2ccc3nc(C)sc3c2)cc1[N+](=O)[O-]
  A: -15%; B: -2%; C: -17; D: -19%; E: 5%; F: 0%; G: -11%; H: 8%; I: -17%

Cn1cccc1C(=O)N1CCN(c2cccc(C(F)(F)F)c2)CC1
  A: -14%; B: -5%; C: 7; D: -1%; E: -11%; F: 0%; G: 0%; H: 21%; I: -16%

O=C(NCCN1CCOCC1)c1csc2c1CCCC2
  A: -7%; B: -2%; C: -7; D: 5%; E: 1%; F: /; G: -5%; H: 12%; I: -3%

O=C(COC(=O)Cc1ccc(F)cc1)Nc1ccc2[nH]c(=O)[nH]c2c1
  A: -12%; B: /; C: 3; D: /; E: 0%; F: i; G: /; H: 2%; I: -3%

CC(=O)Nc1ccc(-c2csc(Nc3ccccn3)n2)cc1
  A: 6%; B: -4%; C: -14; D: 5%; E: 13%; F: -11%; G: -7%; H: 18%; I: -24%

Nc1nc(SCC(=O)N2CCc3ccccc32)[nH]c(=O)c1-c1ccccc1
  A: 2%; B: -4%; C: -3; D: -7%; E: 0%; F: /; G: -11%; H: 8%; I: -12%

CCn1c(SCC(=O)Nc2c(C)n(C)n(-c3ccccc3)c2=O)nnc1-c1cccc(C)c1
  A: -4%; B: 0%; C: 0; D: ?; E: -1%; F: 8%; G: -9%; H: 12%; I: 0%

Screens as filed in PubChem.

These rows are one share of the data; rates above refer to the full screens.
